PrPC surface inh = inhibitors of human cell surface prion protein PrPC, primary screen, cell-based, TR-FRET. TR-FRET read-out. inhibition, % at 13.8 µM. 370,000 tested, 0.43% active. Major prion protein (Homo sapiens), P04156; in the data active = inhibition above about 24%; also: 0% = median of the test wells and 100% = reference compound wells
Rv3671c inh = Rv3671c serine protease inhibitors, primary screen, biochemical, fluorescence polarization, M. tuberculosis H37Rv; P9WHR9; inhibition, % at 5.96 µM; 320,000 tested, 0.048% active; AID 2606, 2010; in the data active = inhibition above about 38%;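 also: extracellular domain of Rv3671c used as enzyme; 0% = enzyme with DMSO and 100% = no enzyme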
Target sequence (P9WHR9 whole entry, looked up, the tested form may be a part): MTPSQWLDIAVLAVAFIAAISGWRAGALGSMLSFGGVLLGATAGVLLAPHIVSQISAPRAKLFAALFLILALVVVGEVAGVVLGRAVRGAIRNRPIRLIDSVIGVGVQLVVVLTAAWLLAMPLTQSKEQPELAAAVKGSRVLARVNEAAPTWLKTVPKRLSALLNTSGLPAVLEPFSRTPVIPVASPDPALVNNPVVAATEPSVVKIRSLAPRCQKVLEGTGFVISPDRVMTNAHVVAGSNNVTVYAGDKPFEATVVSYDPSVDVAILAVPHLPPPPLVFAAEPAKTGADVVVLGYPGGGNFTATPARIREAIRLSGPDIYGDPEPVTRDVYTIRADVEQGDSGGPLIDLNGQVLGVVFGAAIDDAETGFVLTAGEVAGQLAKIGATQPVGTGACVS
TcdB GH inh = TcdB glycohydrolase inhibitors, primary screen, biochemical, single point, plate reader | Toxin B (Clostridioides difficile), P18177 | TcdB glycohydrolase enzymatic assay | inhibition, % at 9.99 µM | 350,000 tested, 0.24% active; in the data active = inhibition above about 10%
CCHFV vOTU inh = CCHFV vOTU protease inhibitors, primary screen, biochemical, Pep-AMC substrate, fluorescence | 370,000 tested, 0.55% active | Crimean-Congo hemorrhagic fever virus L polyprotein viral ovarian tumor (vOTU) protease … | AID 651958, 2012 | inhibition, % at 11.5 µM; in the data active = inhibition above about 30%; also: 0% = vehicle wells with enzyme and 100% = no enzyme wells
MazF activator = activators of E. coli MazEF toxin-antitoxin RNase, primary screen, biochemical, fluorescence, uHTS. FAM/BHQ RNA-DNA oligo cleavage fluorescence, 5 h. 350,000 tested, 0.32% active. activation, % at 20 µM. Endoribonuclease toxin MazF (Escherichia coli (strain K12)), P0AE70; in the data active = activation above about 50%
Target sequence (P0AE70 whole entry, looked up): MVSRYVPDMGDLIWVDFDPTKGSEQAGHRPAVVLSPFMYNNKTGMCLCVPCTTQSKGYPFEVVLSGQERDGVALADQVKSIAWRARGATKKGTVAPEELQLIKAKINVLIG
PriA SSB inh = inhibitors of Klebsiella pneumoniae PriA binding to SSB C-terminal tail, primary screen, biochemical, AlphaScreen; AlphaScreen SSBct-PriA binding, biotinylated peptide; inhibition, % at 33 µM; 430,000 tested, 0.6% active; in the data active = inhibition mostly above about 37%, no sharp cut-off; inactive = mostly below about 20%;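 also: plate controls were negative control peptide for no effect and reference peptide for full effect; strong numbers were not always called active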
3CLpro inhibitor = SARS-CoV 3CLpro protease inhibitors, primary screen, biochemical, quenched FRET; AID 1706, 2009; recombinant SARS-CoV 3CLpro, quenched FRET peptide cleavage; Replicase polyprotein 1ab (Severe acute respiratory syndrome coronavirus), P0C6X7; 290,000 tested, 0.14% active; inhibition, % at 6 µM; in the data active = inhibition above about 12%
Y pestis TopoI = Yersinia pestis topoisomerase I inhibitors, primary screen, biochemical, cleavage product accumulation, plate reader, single point. activity, % at 10 µM. 360,000 tested, 0.064% active. Y. pestis Topo-I cleavage product accumulation. DNA topoisomerase I (Yersinia pestis CO92). AID 504884, 2011; in the data active = activity above about 50%, passing the limit was not always enough; also: inactives centre near 2
DUSP3 inh = VHR1 phosphatase inhibitors, primary screen, biochemical, absorbance, uHTS; Dual specificity protein phosphatase 3 (Homo sapiens), P51452; recombinant VHR phosphatase, pNPP absorbance; inhibition, % at 13.3 µM; 290,000 tested, 0.52% active; AID 1654, 2009; in the data active = inhibition above about 50%; also: some compounds called inactive have numbers as strong as hits
Target sequence (P51452 whole entry, looked up): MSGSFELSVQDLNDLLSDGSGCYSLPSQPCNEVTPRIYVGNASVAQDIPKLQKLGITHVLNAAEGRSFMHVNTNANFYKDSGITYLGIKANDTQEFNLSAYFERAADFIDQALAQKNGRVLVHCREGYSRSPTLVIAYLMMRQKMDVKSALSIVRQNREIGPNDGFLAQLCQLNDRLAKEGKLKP
BH1578 lux ind = inducers of Vibrio cholerae quorum light production without autoinducers, primary screen, BH1578 luxS cqsA deficient, single point | V. cholerae BH1578 lux reporter, luminescence, 6 h | activation, % at 18.7 µM | 350,000 tested, 0.16% active; in the data active = activation mostly above about 9.7%, no sharp cut-off; also: not every result past the cut was called active; inactives centre near 0; reference of the scale not given here
Numbers without * were called inactive; i = inactive; . = no result given. Not all compounds are listed. The share of hits here may be higher or lower than overall.

(1) COc1ccc(Cl)cc1NC(=O)Nc1cccc([N+](=O)[O-])c1C
(2) O=C(CCS(=O)(=O)c1ccc(Cl)cc1)Nc1cccc(S(=O)(=O)N2CCCCCC2)c1
(3) COC(=O)c1ccc(OC(=O)c2cccs2)cc1
(4) COc1ccc(OC)c(N=C2C(=O)Nc3ccccc32)c1
(5) COc1cc(/C=C/C(=O)O)ccc1OS(=O)(=O)c1ccc(C)cc1
(6) COc1nc(OC/C(N)=N/O)nc(N2CCOCC2)n1
(7) Cc1cc(Cl)cc(Br)c1OCCNCC(C)O (configuration not stated)
(8) COc1ccc(NS(=O)(=O)c2cccc(C(=O)OCC(=O)c3c(N)n(C)c(=O)n(C)c3=O)c2)cc1

| Screen / compound no. | 1 | 2 | 3 | 4 | 5 | 6 | 7 | 8 |
| --- | --- | --- | --- | --- | --- | --- | --- | --- |
| PrPC surface inh | 5 | 5 | 4 | 0 | 8 | 1 | 2 | 3 |
| Rv3671c inh | 3 | . | -2 | 0 | 0 | -6 | -4 | -11 |
| TcdB GH inh | 0.6 | 0.4 | 0.3 | . | -2.7 | . | 0.0 | 0.6 |
| CCHFV vOTU inh | -5 | 8 | 12 | -6 | 9 | 10 | -13 | 5 |
| MazF activator | -5 | -1 | 2 | 10 | 6 | -2 | -2 | 11 |
| PriA SSB inh | 11 | -3 | -24 | -4 | -7 | . | -5 | -8 |
| 3CLpro inhibitor | -1 | . | -3 | -5 | -2 | 1 | -2 | . |
| Y pestis TopoI | -6 | 16 | 1 | -10 | 4 | 4 | -1 | -11 |
| DUSP3 inh | 24 | . | 16 | -5 | 11 | -9 | 7 | . |
| BH1578 lux ind | . | -3.0 | -0.4 | i | 0.6 | -1.0 | . | -2.1 |

(9) CCN1CCN(c2nc(Nc3ccccc3F)nc(N)c2[N+](=O)[O-])CC1
(10) Cc1ccc(C(=O)OC(C)C(=O)Nc2ccc3c(c2)OCO3)c(O)c1 (configuration not stated)
(11) CC(=O)NC(Cc1cccc(C)c1)C(=O)NC1CCN(C(=O)c2ccc([N+](=O)[O-])cc2)CC1 (configuration not stated)
(12) O=C(NCc1ccccc1C(F)(F)F)C1CCC(=O)N(CCCc2ccccc2)C1 (configuration not stated)
(13) COc1ccc(C(=O)NC2CCCc3c2cnn3-c2cccc(C)c2C)o1 (configuration not stated)
(14) CN(Cc1ccc(OC(F)F)cc1)C(=O)c1ccc2nccnc2c1
(15) CCOc1ccc(NC(=O)c2ccc(OCC3CCCO3)cc2)cc1S(=O)(=O)N(CC)CC (configuration not stated)
(16) COc1ccccc1N(CC(=O)NCCSCc1ccccc1)S(=O)(=O)c1ccc(C)cc1

| Screen / compound no. | 9 | 10 | 11 | 12 | 13 | 14 | 15 | 16 |
| --- | --- | --- | --- | --- | --- | --- | --- | --- |
| PrPC surface inh | -15 | 12 | -17 | -9 | 3 | -9 | -1 | 8 |
| Rv3671c inh | 5 | 2 | -12 | 5 | 3 | 5 | 0 | 0 |
| TcdB GH inh | 2.2 | -2.9 | 0.1 | 1.4 | -0.7 | . | 1.4 | 1.5 |
| CCHFV vOTU inh | 1 | 10 | 14 | -5 | 8 | -5 | -5 | -1 |
| MazF activator | -16 | 10 | 8 | 4 | 2 | 5 | 6 | -4 |
| PriA SSB inh | 0 | -6 | -1 | -19 | -4 | -14 | -5 | -8 |
| 3CLpro inhibitor | -1 | . | -3 | 4 | -1 | 0 | . | 5 |
| Y pestis TopoI | 2 | -2 | -5 | 17 | 27 | 3 | 11 | 9 |
| DUSP3 inh | -3 | . | 17 | -6 | 34 | 6 | . | 2 |
| BH1578 lux ind | -0.8 | -1.1 | -0.2 | -0.2 | -0.2 | -0.7 | 1.0 | i |

(17) Cc1cccc(NC(=O)CCc2ccc(S(=O)(=O)NC3CCCCC3)cc2)c1
(18) CC1CCN(C(=O)CSc2nnc(-c3cccs3)o2)CC1
(19) Cc1ccc(S(=O)(=O)N2CCC(C)CC2)cc1C(=O)NCCN1CCOCC1
(20) COc1cc2c3c(c1OC)C1(C=CC(=O)C=C1)CC3N(C(=O)c1ccccc1)CC2 (configuration not stated)
(21) COc1ccc2c(c1)c(CC(=O)O)c(C)n2C(=O)c1ccc(Cl)cc1
(22) CN1c2ccccc2-c2nc3ccccc3n2C1c1ccncc1 (configuration not stated)
(23) Cc1ccccc1C(=O)N1CCC(C(=O)Nc2ccc(S(=O)(=O)N3CCOCC3)cc2)CC1
(24) COc1ccc(OCC(=O)Nc2cc(-c3nn4c(C)nnc4s3)ccc2C)cc1

| Screen / compound no. | 17 | 18 | 19 | 20 | 21 | 22 | 23 | 24 |
| --- | --- | --- | --- | --- | --- | --- | --- | --- |
| PrPC surface inh | 13 | 3 | 2 | -6 | 7 | -7 | 6 | 5 |
| Rv3671c inh | -6 | -16 | 2 | 1 | 9 | 3 | 3 | -3 |
| TcdB GH inh | . | -7.5 | -1.0 | . | 0.2 | 7.9 | 0.2 | -2.8 |
| CCHFV vOTU inh | 12 | 8 | -17 | -10 | 13 | 8 | -8 | 0 |
| MazF activator | 0 | 4 | 4 | -5 | -12 | 3 | 8 | -55 |
| PriA SSB inh | -24 | -17 | -5 | -4 | -1 | -17 | 4 | -10 |
| 3CLpro inhibitor | 2 | 1 | -2 | 0 | 4 | 2 | . | -5 |
| Y pestis TopoI | 4 | 4 | 7 | 5 | -1 | 7 | 12 | 12 |
| DUSP3 inh | 7 | 20 | 21 | 12 | 9 | 10 | . | 13 |
| BH1578 lux ind | -0.4 | -0.7 | -2.2 | i | i | i | 0.8 | -0.2 |

2 entries from above, with values under each structure:
Value order – PrPC surface inh	Rv3671c inh	TcdB GH inh	CCHFV vOTU inh	MazF activator	PriA SSB inh	3CLpro inhibitor	Y pestis TopoI	DUSP3 inh	BH1578 lux ind
#20 COc1cc2c3c(c1OC)C1(C=CC(=O)C=C1)CC3N(C(=O)c1ccccc1)CC2 (configuration not stated)
 : -6	1	.	-10	-5	-4	0	5	12	i
#21 COc1ccc2c(c1)c(CC(=O)O)c(C)n2C(=O)c1ccc(Cl)cc1
 : 7	9	0.2	13	-12	-1	4	-1	9	i

Continuation:
(25) CN(Cc1ccccc1)S(=O)(=O)c1cccs1
(26) S=c1[nH]c2ccccc2[nH]1
(27) Cc1ccc(S(=O)(=O)N(C)c2ccccc2C(=O)NC2CCCC2)cc1
(28) COc1cc(C)nc(NS(=O)(=O)c2ccc(C)cc2)n1
(29) Cc1ccc(NC(=O)CCN2CCCCC2)cc1
(30) CCC(=O)Nc1cccc(-c2nnc(SCC(=O)c3ccccc3)n2C)c1
(31) O=C(COc1ccc(Cl)cc1Cl)NC1CCSC1=O (configuration not stated)
(32) CC1CCCC(C)N1C(=O)Cn1nnc(-c2ccc([N+](=O)[O-])cc2)n1 (configuration not stated)

| Screen / compound no. | 25 | 26 | 27 | 28 | 29 | 30 | 31 | 32 |
| --- | --- | --- | --- | --- | --- | --- | --- | --- |
| PrPC surface inh | 12 | 2 | -1 | -4 | 5 | 1 | 10 | -38 |
| Rv3671c inh | -9 | -1 | -7 | -6 | 0 | 1 | -3 | 1 |
| TcdB GH inh | 1.9 | 0.9 | 1.2 | . | 0.4 | . | . | 1.7 |
| CCHFV vOTU inh | 21 | -4 | 2 | 8 | -1 | -10 | -3 | -3 |
| MazF activator | 5 | 1 | -5 | 3 | 4 | 6 | -2 | -1 |
| PriA SSB inh | -21 | -5 | -6 | -12 | -3 | -1 | -14 | 2 |
| 3CLpro inhibitor | 4 | 0 | 1 | 2 | -6 | -1 | -1 | 0 |
| Y pestis TopoI | 7 | -16 | 1 | -4 | 0 | -8 | 1 | -13 |
| DUSP3 inh | 20 | 1 | -4 | -10 | 9 | 19 | 8 | 16 |
| BH1578 lux ind | -1.9 | -0.1 | i | -0.1 | 0.4 | -0.2 | i | i |

Entries of single compounds, quoted from the list. Order of screens: PrPC surface inh	Rv3671c inh	TcdB GH inh	CCHFV vOTU inh	MazF activator	PriA SSB inh	3CLpro inhibitor	Y pestis TopoI	DUSP3 inh	BH1578 lux ind
Shown for Cc1ccccc1C(=O)N1CCC(C(=O)Nc2ccc(S(=O)(=O)N3CCOCC3)cc2)CC1 → 6	3	0.2	-8	8	4	.	12	.	0.8
Shown for CN(Cc1ccc(OC(F)F)cc1)C(=O)c1ccc2nccnc2c1 → -9	5	.	-5	5	-14	0	3	6	-0.7

(cont.)
(33) COC(=O)c1cnc(N)s1
(34) COc1ccccc1NS(=O)(=O)c1cc2c3c(c1)CCN3C(=O)CC2
(35) CCc1ccc(OCC(=O)Nc2ccc(N3CCN(C(=O)c4ccccc4)CC3)cc2)cc1
(36) Cc1ccccc1CN1CCN(C2CCC2)CC1CCO (configuration not stated)
(37) COc1ccc(C(=O)Nn2c(C3CCC3)nc3ccccc3c2=O)c(OC)c1
(38) CCC1C/C(=C/c2cccs2)C(=O)/C(=C/c2cccs2)C1 (configuration not stated)
(39) CN(C(=O)COC(=O)Cc1ccc(Cl)cc1)C1CCCCC1
(40) CC(C)(C)C(=O)NC(=S)NNC(=O)c1ccc(Cl)cc1Cl

| Screen / compound no. | 33 | 34 | 35 | 36 | 37 | 38 | 39 | 40 |
| --- | --- | --- | --- | --- | --- | --- | --- | --- |
| PrPC surface inh | 4 | -8 | -4 | 3 | 1 | -10 | -1 | -8 |
| Rv3671c inh | . | -2 | 8 | -7 | -1 | -14 | -1 | 19 |
| TcdB GH inh | 0.3 | 1.5 | 2.8 | -0.6 | -0.1 | . | 0.5 | 1.4 |
| CCHFV vOTU inh | -18 | -5 | 3 | -13 | 5 | -6 | 8 | 12 |
| MazF activator | -2 | 6 | 4 | -6 | 4 | -14 | -1 | 6 |
| PriA SSB inh | 0 | -3 | -18 | -3 | -8 | 28 | -4 | 4 |
| 3CLpro inhibitor | . | . | -1 | 1 | -6 | 0 | . | 1 |
| Y pestis TopoI | -2 | 41 | 6 | 0 | 13 | 16 | 2 | -3 |
| DUSP3 inh | . | . | 2 | 11 | -5 | 4 | . | 8 |
| BH1578 lux ind | i | i | 0.6 | i | -0.2 | -0.5 | -3.2 | -0.4 |

(41) Cc1cc(C(=O)NNC(=S)NCc2ccccc2)cs1
(42) CCCCCCC(C)n1cc(C(C)=O)c(=O)n(C)c1=O (configuration not stated)
(43) O=C(CSc1n[nH]c(-c2ccccn2)n1)Nc1ccccc1F
(44) O=C1NC(=O)N(CCc2ccc(F)cc2)C(=O)/C1=C/c1ccco1
(45) CCCc1nc(SCC(=O)NCc2ccco2)c2c(=O)n(C)c(=O)n(C)c2n1
(46) O=[N+]([O-])c1ccc(N(CC(O)CN2CCCCC2)S(=O)(=O)c2ccccc2)cc1 (configuration not stated)
(47) COc1ccc(CCNc2c(N)n(Cc3ccccc3)c(=O)[nH]c2=O)cc1OC

| Screen / compound no. | 41 | 42 | 43 | 44 | 45 | 46 | 47 |
| --- | --- | --- | --- | --- | --- | --- | --- |
| PrPC surface inh | 3 | -9 | -7 | 7 | 7 | -13 | -3 |
| Rv3671c inh | -2 | 1 | 0 | -25 | -2 | -2 | 5 |
| TcdB GH inh | . | 0.5 | 0.2 | -0.4 | -1.1 | 0.2 | . |
| CCHFV vOTU inh | 2 | -5 | 3 | 15 | -5 | 6 | -1 |
| MazF activator | -7 | 3 | -2 | -14 | 1 | 8 | -8 |
| PriA SSB inh | -4 | -8 | 50* | -8 | -7 | 4 | -1 |
| 3CLpro inhibitor | 0 | 4 | 2 | 4 | -9 | 0 | 2 |
| Y pestis TopoI | -4 | -3 | -6 | 2 | 5 | -4 | 15 |
| DUSP3 inh | 12 | 4 | -25 | 3 | 6 | -3 | 22 |
| BH1578 lux ind | 1.8 | -0.4 | -0.7 | i | -0.1 | -0.2 | -0.4 |

Assay outcomes deposited in PubChem BioAssay by several laboratories.
